Screens deposited in PubChem BioAssay by National Center for Advancing Translational Sciences (NCATS).
TrxR1 inh: qHTS Assay for Inhibitors of Mammalian Selenoprotein Thioredoxin Reductase 1 (TrxR1): qHTS | actives 1% (n = 390,000) | recombinant rTrxR1, NADPH fluorescence consumption, selenite substrate | Potency, µM (highest dose often 114 µM), for inactives: at the highest dose activity change, negative = inhibition, usual class: inhibitors | AID 588453, 2011 | Thioredoxin reductase 1, cytoplasmic (Rattus norvegicus), O89049; further: potency means the concentration at half of the fitted maximal effect; on the % scale 0 is the no-effect control and ±100 the full control effect; nearly all actives have a fitted effect of over 65% in size
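Rat TrxR1 (90 nM in the dispensed reagent) was pre-reduced with 400 uM NADPH for 5 min at room temperature, then incubated with compound for 15 min. After 400 uM selenite was added, NADPH fluorescence (Ex 340/Em 450 nm) was followed for 8 min.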
TrxR1 substrate: qHTS Assay for Substrates of Mammalian Selenoprotein Thioredoxin Reductase 1 (TrxR1): qHTS; actives 0.01% (n = 390,000); Thioredoxin reductase 1, cytoplasmic (Rattus norvegicus), O89049; AID 588456, 2011; purified TrxR1 substrate turnover, NADPH consumption readout; Potency, µM (series often up to 114 µM), for the others: at the highest dose activity change, negative = substrate turnover; further: potency means the concentration at half of the fitted maximal effect; on the % scale 0 is the no-effect control and ±100 the full control effect; nearly all actives have a fitted effect of over 50% in size
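Rat TrxR1, dispensed at 90 nM, was prereduced with 400 uM NADPH (final) for 5 min at ~22 deg C, then incubated with compound 15 min before 400 uM selenite. A first-read NADPH fluorescence drop versus no-compound background flagged substrates.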
IDH1 R132H inh: qHTS for Inhibitors of mutant isocitrate dehydrogenase 1 (IDH1): qHTS; Potency, µM (doses to about 76.6 µM), for the others: at the highest dose activity change, negative = inhibition, hits mostly inhibitors; actives 0.093% (n = 390,000); Isocitrate dehydrogenase [NADP] cytoplasmic (Homo sapiens), O75874; IDH1-R132H enzyme, NADPH consumption, diaphorase/resazurin fluorescence; AID 602179, 2012; further: potency means the concentration at half of the fitted maximal effect; on the % scale 0 is the no-effect control and ±100 the full control effect; nearly all actives have a fitted effect of over 65% in size
Target sequence (O75874 whole entry R132H, stated change not applied): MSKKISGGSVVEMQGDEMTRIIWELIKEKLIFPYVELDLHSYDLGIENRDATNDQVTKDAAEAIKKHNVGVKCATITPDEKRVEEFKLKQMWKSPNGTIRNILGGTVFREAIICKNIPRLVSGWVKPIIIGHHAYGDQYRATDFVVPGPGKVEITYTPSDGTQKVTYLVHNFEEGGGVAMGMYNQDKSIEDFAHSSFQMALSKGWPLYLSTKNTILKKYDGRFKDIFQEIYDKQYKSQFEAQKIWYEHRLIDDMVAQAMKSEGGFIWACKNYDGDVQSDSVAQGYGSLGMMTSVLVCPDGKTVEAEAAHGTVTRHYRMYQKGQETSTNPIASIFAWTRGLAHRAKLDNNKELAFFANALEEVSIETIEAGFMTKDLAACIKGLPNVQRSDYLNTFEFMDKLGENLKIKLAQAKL
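IDH1-R132H (0.5 ug/mL dispensed) in pH 7.5 Tris buffer was preincubated 30 min with compound, then given a substrate mix of 0.016 mM NADPH and 2 mM alpha-KG for 80 min at room temperature; remaining NADPH was read by diaphorase/resazurin fluorescence.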
Vif-A3F inh: qHTS for Inhibitors of Vif-A3F Interactions: qHTS; HeLa A3F-eYFP + Vif (tagged APOBEC3F with the HIV-1 protein that degrades it), YFP fluorescence increase; Potency, µM (highest dose often 46.1 µM), inactives show at the highest dose activity, negative = active; actives 0.2% (n = 390,000); AID 602313, 2012; further: potency means the concentration at half of the fitted maximal effect; % of control where 0% means no effect; nearly all actives have a fitted effect of over 65% in size
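HeLa cells stably expressing A3F-eYFP plus Vif, plated and incubated overnight at 37 deg C, then exposed to compounds overnight at 37 deg C. Blocked degradation read as raised yellow fluorescence (Ex 488/Em 500-530).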
GRP78 ERSR act: qHTS for Inducers of the Endoplasmic Reticulum Stress Response (ERSR) in Human Glioma: qHTS; U87-MG GRP78 promoter luciferase reporter, 16 h; Potency, µM, for inactives: at the top dose activation, actives largely listed as activators; actives 0.02% (n = 420,000); AID 602332, 2012; further: potency means the concentration at half of the fitted maximal effect; series mostly up to about 76 µM; % of control where 0% means no effect; nearly all actives have a fitted effect of over 35% in size
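ERSR induction read as luciferase luminescence (Bright-Glo, 10 min at room temperature) in stably transfected human U87-MG glioma cells exposed to compounds for 16 h, using GRP78 as sensor.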
LDHA block: qHTS assay for inhibitors of human lactate dehydrogenase; purified LDHA, NADH/diaphorase-resazurin fluorescence; active compounds read low; activity change, % (values are at about 110 or 230 µM); actives 0.15% (n = 480,000); AID 1347041, 2019; in the data active means activity change below about -30%; inconclusive means mostly about -25% to -30%;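 further: plate controls were DMSO wells for no effect and wells without enzyme for full effect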
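Remaining NADH was detected by diaphorase (0.133 mg/mL) converting 37 µM resazurin to fluorescent resorufin, read at 0 and 20 minutes. The preceding 5-minute room-temperature reaction used 2 nM LDHA, 0.2 mM sodium pyruvate and 0.06 mM NADH at pH 7.4.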
Vif-APOBEC3G blk: qHTS for Inhibitors of Vif-A3G Interactions: qHTS; DNA dC->dU-editing enzyme APOBEC-3G (Homo sapiens), Q9HC16; Potency, µM (series often up to 46.1 µM), for the others: at the top dose activity, negative = active, most hits filed as inhibitors; HeLa A3G-eYFP + Vif (tagged APOBEC3G with the HIV-1 protein that degrades it), YFP fluorescence, overnight; AID 602310, 2012; actives 0.076% (n = 410,000);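 further: potency means the concentration at half of the fitted maximal effect; on the % scale 0 is the no-effect control and ±100 the full control effect; nearly all actives have a fitted effect of over 60% in size; hits raise eYFP signal because A3G escapes Vif-driven loss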
Target sequence (Q9HC16 whole entry, looked up): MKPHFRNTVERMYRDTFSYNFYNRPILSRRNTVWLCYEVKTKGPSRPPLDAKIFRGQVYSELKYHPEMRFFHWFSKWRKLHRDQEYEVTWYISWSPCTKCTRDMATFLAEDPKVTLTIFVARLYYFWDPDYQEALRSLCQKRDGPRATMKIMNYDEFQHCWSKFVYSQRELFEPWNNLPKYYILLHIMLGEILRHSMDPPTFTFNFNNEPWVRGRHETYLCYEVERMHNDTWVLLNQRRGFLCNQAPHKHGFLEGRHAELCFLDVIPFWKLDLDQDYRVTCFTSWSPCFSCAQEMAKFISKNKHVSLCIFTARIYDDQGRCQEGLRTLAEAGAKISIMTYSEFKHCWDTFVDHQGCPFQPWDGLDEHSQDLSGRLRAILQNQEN
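Read-out is eYFP fluorescence (Ex 488/Em 500-530) from Vif-expressing HeLa A3G-eYFP cells; more signal means A3G escaped Vif-mediated degradation. Cells plated overnight, compound pinned in, incubated overnight at 37 deg C.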
USP1 inh: Inhibitors of USP1/UAF1: Primary Screen; Ubiquitin carboxyl-terminal hydrolase 1 (Homo sapiens), O94782; recombinant USP1/UAF1, Ub-Rhodamine cleavage fluorescence; Potency, µM (titrated, usually from 57.1 µM), without a hit: at the highest dose activity change, negative = inhibition, hits mostly inhibitors; actives 0.23% (n = 390,000); AID 743255, 2014; further: potency means the concentration at half of the fitted maximal effect; on the % scale 0 is the no-effect control and ±100 the full control effect; nearly all actives have a fitted effect of over 60% in size; inactives centre near -12
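1 nM enzyme complex + cpd, 15 min RT; start with Ub-Rho 150nM final; kinetic fluorescence ex 480/em 540, 6 reads q60 s. Buffer 50mM HEPES pH 7.8, 0.5mM EDTA, 0.1 mg/ml BSA, 1mM TCEP, 0.01% Tween-20.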
RGS4 inhibitor: Inhibitors of Regulator of G Protein Signaling (RGS) 4: qHTS; Regulator of G-protein signaling 4 (Homo sapiens), P49798; Transcreener GDP fluorescence polarization, RGS4-accelerated GTP hydrolysis; Potency, µM (titrated, usually from 114 µM), for the others: at the top dose activity change, negative = inhibition, usual class: inhibitors; actives 0.039% (n = 390,000); AID 504845, 2011; further: potency means the concentration at half of the fitted maximal effect; on the % scale 0 is the no-effect control and ±100 the full control effect; nearly all actives have a fitted effect of over 75% in size; some results filed as inactive show a strong effect at the top dose
Target sequence (P49798 whole entry, looked up): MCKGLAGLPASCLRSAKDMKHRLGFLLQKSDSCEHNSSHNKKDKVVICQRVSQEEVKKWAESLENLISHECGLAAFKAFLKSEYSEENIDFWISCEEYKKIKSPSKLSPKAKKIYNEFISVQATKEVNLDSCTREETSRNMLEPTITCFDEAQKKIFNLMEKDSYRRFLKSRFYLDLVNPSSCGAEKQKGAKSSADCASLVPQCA
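MLSMR compounds (23 nl, pin-transferred) preincubated 10 min at room temperature with a 500nM (2x) first reagent, then RGS4 at 900nM (2x) plus Transcreener GDP mix added; fluorescence polarization (620/688 nm) read before and after 90 min at 30 °C.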
* hit, by the source's call; ? = inconclusive; & = joins results of further samples; [ ] = another dose, or the depositor's remark. Unless noted, the call rests on the fitted dose curve; in most records, active means well fitted curve in the direction sought with a large enough effect; inconclusive means small, poorly fitted or top-dose-only effect, or another doubt; inactive means no such curve, though single readings can be large; an effect the other way counts as inactive or inconclusive. An excerpt; the hit share may differ from the screen's.

Start of the listing, in advance, 2 compounds:
1. CC1CCc2c(C(=O)NCc3cccnc3)csc2C1 (stereo unspecified)
2. Cc1onc(-c2ccccc2Cl)c1C(=O)NCc1ccccc1

assay / entry	1	2
TrxR1 inh	14%	23%
TrxR1 substrate	-4%	12%
IDH1 R132H inh	1%	7%
Vif-A3F inh	-4%	0%
GRP78 ERSR act	-2%	-2%
LDHA block	1	1
Vif-APOBEC3G blk	2%	0%
USP1 inh	-13%	-20%
RGS4 inhibitor	12%	12%

The list itself, previewed entries included:
1. CC1CCc2c(C(=O)NCc3cccnc3)csc2C1 (stereo unspecified)
2. Cc1onc(-c2ccccc2Cl)c1C(=O)NCc1ccccc1
3. Cc1ccc(S(=O)(=O)N(C)CC(=O)O/N=C(\N)c2ccc([N+](=O)[O-])cc2)cc1
4. Cc1cc(NS(=O)(=O)c2ccc(NC(=O)CCCOc3ccc(Cl)cc3)cc2)no1
5. CCCc1[nH]n(-c2nc3ccccc3s2)c(=O)c1C=NCCCOC
6. CC(C)NC(=O)CCCn1c(=S)[nH]c2cc3c(cc2c1=O)OCO3
7. COc1cc(Br)cc(/C=C/c2ccc3cccc(O)c3n2)c1O
8. CC1CC2=C(NC(=S)NC2c2ccccc2F)/C(=C/c2ccccc2F)C1 (stereo unspecified)

assay / entry	1	2	3	4	5	6	7	8
TrxR1 inh	14%	23%	1%[57.1 µM]	5%[57.1 µM]	-11%	-5%	11%	-17%
TrxR1 substrate	-4%	12%	7%[57.1 µM]	8%[57.1 µM]	-9%	-5%	0%	-10%
IDH1 R132H inh	1%	7%	7%	-5%	1%	5%	8%	5%
Vif-A3F inh	-4%	0%	0%	9%	1%	-9%	0%	7%
GRP78 ERSR act	-2%	-2%	0%	0%	4%	1%	8%	0%
LDHA block	1	1	-7	-18	-9	0	-6	0
Vif-APOBEC3G blk	2%	0%	-3%	-1%	2%	0%	-16%	-1%
USP1 inh	-13%	-20%	-18%	-7%	-11%	-12%	-20%	-7%
RGS4 inhibitor	12%	12%	-7%	7%	37%[11.4 µM]	-1%	-2%	-19%

9. CCc1ccccc1NC(=O)CN(c1ccccc1)S(=O)(=O)c1ccsc1C(=O)OC
10. Cc1ccc(NC(=O)CN(c2ccccc2)S(=O)(=O)N(C)C)cc1
11. C[C@H](N)c1nnc(SCC(=O)N(C)C)o1
12. Cc1ccccc1CCNC(=O)C1CCCN(c2cnccn2)C1 (stereo unspecified)
13. Cc1ccc(NC(=O)CCNS(=O)(=O)c2ccccc2F)cc1S(=O)(=O)N1CCOCC1
14. C=CCn1c(SCc2ccccc2F)nc2cc(C(=O)O)ccc2c1=O
15. CCOC(=O)N1CCN(c2cc(NCCC(=O)O)c3c4c(onc24)-c2ccccc2C3=O)CC1
16. Cc1ccccc1-c1ccc(Nc2ccc(N3CCOCC3)cc2)nn1

assay / entry	9	10	11	12	13	14	15	16
TrxR1 inh	-4%[57.1 µM]	-13%	?	11%	-13%	10%[0.457 µM]	-36%	13%
TrxR1 substrate	-9%[57.1 µM]	-7%	-18%	7%	-6%	2%	-15%	-2%
IDH1 R132H inh	?	9%	0%	-10%	8%	-3%	1%	3%
Vif-A3F inh	-3%	8%	8%	-15%	10%	9%	7.1µM*	-3%
GRP78 ERSR act	-2%	-1%	-4%	?	-6%	-2%	-5%	2%
LDHA block	-13	2	-4	-6	-1	6	16	8
Vif-APOBEC3G blk	0%	2%	2%	1%	0%	-5%	?	0%
USP1 inh	1%	-13%	-6%	?	-3%	-8%	14µM*	-14%
RGS4 inhibitor	-8%	-27%	-24%	22%	-14%	-30%	?	-21%

17. O=C(CCSCCC(=O)NCc1ccco1)NCc1ccco1
18. CN(C)CCNC(=O)c1csc(Nc2cccc3ccccc23)n1
19. CCc1nnc(NC(=O)CCc2ccccc2OC)s1
20. CCCCC(CC)C(=O)NCCCN1CCN(CCCNC(=O)C(CC)CCCC)CC1 (stereo unspecified)
21. Cc1nc2cc(-c3cccc(F)c3)nn2c(C)c1CCC(=O)N1CCN(c2ccc(F)cc2)CC1
22. CCOc1ccc(-n2cc(C(=O)Nc3cccc(OC)c3)c3cc(OC)c(OC)cc3c2=O)cc1
23. Cc1c(C(=O)NC(C)c2ccccc2)c(-c2ccccc2)nn1-c1ccccc1 (stereo unspecified)
24. CCOc1cc(C2C(C(=O)OCC(C)C)=C(C)N=C3SCCC(=O)N32)ccc1OC(C)=O (stereo unspecified)

assay / entry	17	18	19	20	21	22	23	24
TrxR1 inh	?	0%	8%[0.457 µM]	11%	33%	-8%	15%[57.1 µM]	-8%
TrxR1 substrate	3%	-3%	-1%	-1%	21%	2%	7%[57.1 µM]	-10%
IDH1 R132H inh	6%	-3%	-3%	1%	-3%	7%	0%	-1%
Vif-A3F inh	-13%	14%	0%	2%	-5%	3%	-8%	5%
GRP78 ERSR act	-5%	-1%	-1%	2%	-6%	-2%	-4%	-3%
LDHA block	9	3	-10	-3	-3	-5	-8	0
Vif-APOBEC3G blk	0%	-18%	1%	1%	-4%	-3%	0%	1%
USP1 inh	-23%	-9%	3%	-16%	-18%	-24%	-1%	-5%
RGS4 inhibitor	?	12%	20%	-16%	-6%	-19%	-48%	32%

25. Cc1ccc(CNC(=O)Cn2ncc3c([nH]c4ccc(C)cc43)c2=O)cc1
26. CCN(CC(=O)Nc1ccc2c(c1)OCCO2)c1nc(-c2cccnc2)nc2ccccc12
27. O=CN1CCCN(C(=O)CC2C(=O)NCCN2Cc2cccc(Oc3ccccc3)c2)CC1 (stereo unspecified)
28. CCCCCCCC1(C)NC(=O)N(CC(=O)Nc2cc(C)on2)C1=O (stereo unspecified)
29. COc1ccccc1N1CCN(C(=O)c2ccc(-c3ccc(Cl)cc3)o2)CC1
30. CC(C)(C)c1ccc(-n2ncc3c2CCCC3NC(=O)CN2CCCCC2=O)cc1 (stereo unspecified)
31. COc1cc(NC(=O)CC2C(=O)N(c3cccc(C)c3)C(=O)N2Cc2ccc(F)cc2)cc(OC)c1 (stereo unspecified)
32. CCOC(=O)c1sc2nccc(OC)c2c1N=CN(C)C

assay / entry	25	26	27	28	29	30	31	32
TrxR1 inh	24%	-14%	?	18%[57.1 µM]	-7%	3%	36%	20%[57.1 µM]
TrxR1 substrate	-2%	-12%	3%	10%[57.1 µM]	-4%	4%	4%	8%[57.1 µM]
IDH1 R132H inh	-16%	-4%	0%	3%	0%	0%	19%	-4%
Vif-A3F inh	-4%	-6%	1%	-17%	4%	4%	-1%	7%
GRP78 ERSR act	-3%	-3%	-1%	0%	-2%	0%	-4%	-3%
LDHA block	-15	5	1	-8	-5	2	4	-12
Vif-APOBEC3G blk	1%	-2%	3%	-4%	?	7%	-7%	3%
USP1 inh	?	-2%	-20%	-10%	-22%	-18%	-8%	-5%
RGS4 inhibitor	8%	-22%	-21%[56.9 µM]	20%	-20%	2%[11.4 µM]	-44%	43%

33. O=C1CCN(S(=O)(=O)c2cccs2)c2ccc(C(F)(F)F)cc2N1
34. O=S(=O)(/C=C/c1ccccc1)Nc1ccc(N2CCOCC2)cc1
35. COc1ccccc1NC(=O)C(=O)NCCCN1CCCC1=O
36. COC(=O)C1=C(C)N(Cc2ccccc2)C(=NCc2ccccc2)N[C@H]1c1cccc(F)c1
37. CCOC(=O)c1sc(NC(=O)C2CC(=O)N(c3ccc4c(c3)OCCO4)C2)nc1C (stereo unspecified)
38. COCCN(C(=S)Nc1ccccc1C)C(C)c1cccs1 (stereo unspecified)

assay / entry	33	34	35	36	37	38
TrxR1 inh	22%[57.1 µM]	-1%[57.1 µM]	14%	20%	18%	-15%
TrxR1 substrate	5%[57.1 µM]	14%[57.1 µM]	6%	1%	0%	-11%
IDH1 R132H inh	2%	3%	7%	-7%	-2%	1%
Vif-A3F inh	3%	-2%	-13%	6%	5%	2%
GRP78 ERSR act	0%	-4%	0%	-8%	-4%	-6%
LDHA block	2	1	2	-5	1&-6	-3
Vif-APOBEC3G blk	0%	1%	1%	-11%	-5%	1%
USP1 inh	-14%	-7%	-15%	-20%	-19%	-21%
RGS4 inhibitor	21%	11%	-9%	-7%	-5%	-26%
